Source: PubChem (National Center for Advancing Translational Sciences (NCATS))
Mito fusion yeast – mitochondrial division inhibition or fusion activation; S. cerevisiae fusion-defective mutant growth rescue, CellTiterGlo 48 h; Potency, µM (top dose mostly 46.1 µM), for inactives: top-dose growth rescue (activation), usual class: activators; 0.23% of 320,000 active; AID 485298;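 note: potency is the fitted concentration of half-maximal effect; % of control where 0% means no effect; nearly all actives have a fitted effect of over 45% in size; temperature-sensitive fusion mutants such as fzo1-1 at 37 °C on non-fermentable ethanol glycerol medium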
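Growth-rescue viability read-out: after 48 h at the non-permissive 37C in glycerol/ethanol YPEG, yeast mitochondrial fusion mutants are measured by CellTiterGlo luminescence; compounds (23 nl pinned per well) restoring growth score as division inhibitors or fusion activators.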
TSHR antagonist – human thyrotropin receptor antagonism | P16473 | TSHR-expressing cells, TSH-stimulated cAMP HTRF, 2 h; active compounds read low | activity change, negative = inhibition, % at 11.5 µM | 0.2% of 330,000 active | AID 504810;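 active = activity change below a set negative limit, meaning inhibition stronger than a set level, cut at about -70% in these data; inconclusive = activity change between two set negative limits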; note: % is set by controls: 0 for no effect and ±100 for the full control effect
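TSHR-expressing cells, 200/well, pre-treated with compound, then stimulated with EC80 TSH (4nM final) for 2 hours at 37 deg C. cAMP measured by competitive HTRF: anti-cAMP cryptate antibody in lysis buffer plus cAMP-d2, read after 30 minutes at room temperature.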
ELG1 repair inh – inhibitors of ELG1-dependent DNA repair in HEK293T cells. HEK293T ELG1-luciferase reporter, luminescence, 16 h; DNA damage induced by 5-fluorouridine. Potency, µM (series often up to 46.1 µM), for inactives: at the highest dose activity change, negative = inhibition, actives largely listed as inhibitors. 2.3% of 330,000 active. AID 504467; note: potency is the fitted concentration of half-maximal effect; % is set by controls: 0 for no effect and ±100 for the full control effect; nearly all actives have a fitted effect of over 55% in size
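5-Fluorouridine DNA damage + compound/DMSO, 2,000 cells/well, 16 h, 37 °C/5% CO2. ONE-Glo, 30 min RT, luminescence. Readout = decrease in reporter signal.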
TSG101-PTAP inh – blocks PTAP/TSG101 interaction to inhibit HIV-1 budding; Potency, µM (series often up to 115 µM), for the others: at the top dose activity change, negative = inhibition, usual class: inhibitors; Q99816; 340,000 tested, under 10 active; Fluorescence polarization, FITC-PTAP peptide / Tsg101 binding; active = well fitted inhibition curve with a large enough effect in the main read-out, with a control signal flat, not every such curve was filed as active; inconclusive = small, poorly fitted or top-dose-only effect, or effect the other way, or a change in a side signal; inactive = no such curve, though single readings can be large or run the other way; note: potency is the fitted concentration of half-maximal effect; % of control where 0% means no effect
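Fluorescence anisotropy tracks displacement of a FITC-tagged PTAP peptide (50 nM) from the Tsg101 binding domain (10 uM), following a 20 min room-temperature incubation at pH 7.5.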
BCR signal inh – inhibitors of chronic active B-cell receptor signaling; 0.05% of 340,000 active; ABC-DLBCL IkBa-CBG/CBR reporter, luminescence ratio, 4 h; Potency, µM (top dose mostly 46.1 µM), for inactives: at the highest dose ratio change, negative = lower green/red ratio, hits mostly inhibitors; active = well fitted inhibition curve with a large enough effect in the signal ratio, with a control signal flat, not every such curve was filed as active; inconclusive = small, poorly fitted or top-dose-only effect, or effect the other way, or a change in a side signal; the % refers to the signal ratio;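 note: potency is the fitted concentration of half-maximal effect; plate controls were basal doxycycline-induced cells for no effect and cells given 10 µM MG132 for full effect; MG132 reads +100%, hits lower the ratio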
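TMD8 ABC-DLBCL cells carrying doxycycline-inducible green luciferase fused to IkappaBalpha plus unfused red luciferase were exposed to compounds (up to 46 uM) for 4 hrs at 37C. Activity came from the overlap-corrected green/red luminescence ratio.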
Eya2 inh – Eya2 (human) phosphatase inhibition; O00167; recombinant Eya2, OMFP fluorescence dephosphorylation (OMFP is methylfluorescein phosphate); Potency, µM (titrated, usually from 76.9 µM), for the others: at the top dose activity, negative = inhibition, usual class: inhibitors; 0.006% of 330,000 active; note: potency is the fitted concentration of half-maximal effect; % is set by controls: 0 for no effect and ±100 for the full control effect
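Eya2 protein (added as 0.2 uM solution) was preincubated with compound for 10 min at ambient temperature in 50 mM HEPES pH 7.5, 50 mM NaCl, 5 uM MgCl2, 0.05% BSA, 1 mM DTT. OMFP (added at 50 uM) then reacted 10 min; fluorescence read at 485/525 nm.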
TCR act – activators of T cell receptors. primary human leukocytes, anti-CD3, IL-2 HTRF, 48 h. AID 504894. Potency, µM (titrated, usually from 9.22 µM), without a hit: at the highest dose activation of IL-2 secretion, actives largely listed as activators. 330,000 tested, under 10 active; note: % of control where 0% means no effect
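IL-2 produced over 48 hr by a-CD3 bead-stimulated primary human leukocytes exposed to compounds was detected with a homogeneous time-resolved FRET immunoassay, 665nm acceptor signal after 320nm excitation.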
USP2a inh – USP2a (human) protease inhibition. AID 463254. Potency, µM (titrated, usually from 38.3 µM), for the others: at the top dose activity change, negative = inhibition, hits mostly inhibitors. USP2 core, Ub-CHOP2 coupled fluorogenic reporter, 485/531. 0.01% of 330,000 active;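 note: potency is the fitted concentration of half-maximal effect; plate controls were DMSO wells for no effect and full inhibition by NEM control for full effect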
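Deubiquitinase activity read as fluorescence (485/531 nm) after Ub-CHOP2 cleavage activates the enterokinase reporter on its substrate; USP2 core 10nM, Ub-CHOP2 and substrate 25nM each, 30min compound preincubation then 60min RT; data normalized to NEM, curves fitted.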
Tb PFK inh – T. brucei PFK enzyme inhibition; T. brucei PFK, ADP-Glo luminescence; Potency, µM (top dose mostly 57.5 µM), for inactives: at the highest dose activity, negative = inhibition, hits mostly inhibitors; 0.17% of 330,000 active; AID 485367;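 note: potency is the fitted concentration of half-maximal effect; 0% = uninhibited 1x PFK enzyme wells and -100% = no-enzyme wells; nearly all actives have a fitted effect of over 60% in size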
Target sequence (O15648 whole entry, looked up): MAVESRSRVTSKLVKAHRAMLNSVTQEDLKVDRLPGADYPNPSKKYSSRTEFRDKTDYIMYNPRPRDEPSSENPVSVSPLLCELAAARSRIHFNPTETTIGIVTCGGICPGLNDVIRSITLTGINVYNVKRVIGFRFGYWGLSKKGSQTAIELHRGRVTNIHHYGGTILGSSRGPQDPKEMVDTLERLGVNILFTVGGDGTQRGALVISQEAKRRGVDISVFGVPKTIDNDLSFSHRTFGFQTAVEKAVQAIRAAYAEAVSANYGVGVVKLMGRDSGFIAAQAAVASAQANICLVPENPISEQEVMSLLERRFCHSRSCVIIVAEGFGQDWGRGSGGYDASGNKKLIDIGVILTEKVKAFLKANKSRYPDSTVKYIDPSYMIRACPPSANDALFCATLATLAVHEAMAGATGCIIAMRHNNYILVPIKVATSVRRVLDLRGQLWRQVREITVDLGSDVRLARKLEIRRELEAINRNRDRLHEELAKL
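PFK 1.25 nM, F6P 0.5 mM, ATP 0.1 mM, 0.1 M TEA pH 8.0, 5 mM MgCl2, 0.01% Tween20, 0.1% BSA; 45 min RT. ADP-Glo readout. qHTS titration up to 57 uM; curves fitted, compounds curve-classed.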
uPA generation – cell surface uPA generation inhibition | 0.31% of 330,000 active | cell surface uPA generation assay, qHTS | Potency, µM (top dose mostly 38.3 µM), for the others: at the top dose activity change, negative = inhibition, hits mostly inhibitors; active = well fitted inhibition curve with a large enough effect; inconclusive = small, poorly fitted or top-dose-only effect; inactive = no such curve, though single readings can be large or run the other way; tested in mouse RAW 264.7 cells; note: potency is the fitted concentration of half-maximal effect; % is set by controls: 0 for no effect and ±100 for the full control effect; nearly all actives have a fitted effect of over 55% in size
B2AR arrestin – beta2AR (human) beta-arrestin recruitment activity; 0.02% of 330,000 active; AID 492947; beta-arrestin recruitment to beta2AR, cell-based reporter; Potency, µM (series often up to 46.1 µM), for inactives: top-dose activation, actives largely listed as activators;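 note: potency is the fitted concentration of half-maximal effect; 0% = DMSO controls and full agonism = EC100 isoproterenol or metaproterenol; nearly all actives have a fitted effect of over 65% in size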
Target sequence (P07550 whole entry, looked up): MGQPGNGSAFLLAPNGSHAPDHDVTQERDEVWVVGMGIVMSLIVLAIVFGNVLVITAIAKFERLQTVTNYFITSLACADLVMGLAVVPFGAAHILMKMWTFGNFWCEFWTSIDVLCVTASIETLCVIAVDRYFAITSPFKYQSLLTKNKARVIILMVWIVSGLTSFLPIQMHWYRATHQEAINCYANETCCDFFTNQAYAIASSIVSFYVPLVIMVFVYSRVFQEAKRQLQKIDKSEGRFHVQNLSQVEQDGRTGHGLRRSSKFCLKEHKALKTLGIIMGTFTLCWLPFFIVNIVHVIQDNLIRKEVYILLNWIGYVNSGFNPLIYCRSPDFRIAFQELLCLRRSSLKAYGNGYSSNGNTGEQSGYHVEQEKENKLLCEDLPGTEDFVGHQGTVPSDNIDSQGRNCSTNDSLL
* hit, by the source's call; ? = inconclusive; · = not tested or not shown; [ ] = remark or other dose. Unless noted, calls come from the whole dose curve; as a rule, active = well fitted curve in the direction sought with a large enough effect; inconclusive = small, poorly fitted or top-dose-only effect, or another doubt; inactive = no such curve, though single readings can be large; an effect the other way counts as inactive or inconclusive.

SMILES	Mito fusion yeast	TSHR antagonist	ELG1 repair inh	TSG101-PTAP inh	BCR signal inh	Eya2 inh	TCR act	USP2a inh	Tb PFK inh	uPA generation	B2AR arrestin
O=C(Nc1nc2c(F)c(F)c(F)cc2s1)c1ccco1	18%	-13	?	6%	?	4%	3%	2%	-1%	3%	0.0%
CCN(C(=O)CSc1nnnn1C)C1CCCCC1	·	13	11%	0%	-3%	-11%	-2%	1%	0%	10%	-0.5%
CCCSc1nnc(Cn2c(=O)sc3ccccc32)n1-c1ccccc1	6%	4	?	-3%	-5%	-20%	-18%	1%	2%	-2%	-0.7%
C=CCn1c(-c2ccc(C)cc2)nc2ccccc21	6%	-8	?	-4%	-15%	-15%	-2%	4%	-1%	·	0.0%
COc1cc(CCC(=O)OCC(=O)Nc2ccc(F)cc2F)cc(OC)c1OC	1%	-26	-28%	-6%	-15%	-2%	-3%	-1%	0%	2%	-0.7%
COc1cccc2c(=O)n(CC(=O)Nc3ccccc3)ccc12	-2%	6	27%	-4%	16%	-25%	-2%	0%	0%	-21%	-0.1%
Cc1oc2ccc(OC(C(=O)O)c3ccccc3)cc2c1C(=O)O (configuration not stated)	3%	5	12%	1%	0%	1%	-20%	1%	11%	-3%	-0.4%
Nc1cc(S(=O)(=O)N2CCOCC2)ccc1Oc1cccc(Br)c1	17%	-22	13%	-9%	0%	-6%	-8%	4%	0%	-5%	0.0%
Cc1sc2ncn(CC(=O)NCC(=O)N(C)Cc3ccccc3)c(=O)c2c1C	-7%	-7	0%	-3%	-12%	2%	-2%[46.1 µM]	0%	-1%	·	-0.4%
CC(C)(C)CN1C(=O)C(=O)NC[C@H]1Cc1ccc(O)cc1	2%	16	14%	-2%	6%	-3%	0%	3%	3%	-3%	-0.5%
Cc1noc(C)c1S(=O)(=O)Nc1ccc(C(=O)NC2CCCCCC2)cc1	1%	-7	-12%	-2%	0%	-24%	-2%	2%	-1%	-4%	0.5%
CSc1ccccc1NC(=O)c1ccco1	2%	11	3%	-3%	-4%	-5%[15.4 µM]	-2%	3%	-2%	·	-0.3%
COc1cccc(CC2(CO)CCCN(Cc3ccc(CN4CCCCC4)s3)C2)c1 (configuration not stated)	-4%	6	5%	0%	19%	-4%	-7%	0%	-2%	-12%	-0.6%
O=c1ccc(-c2ccc(S(=O)(=O)NCC3CCN(Cc4ccccc4F)CC3)s2)n[nH]1	1%	-9	-5%	-1%	1%	3%	0%	2%	-2%	-5%	-0.5%
COC(=O)c1ccccc1Sc1c(/C=N/OC(=O)c2ccccc2)c(C(F)(F)F)nn1C	1%	-3	?	-2%	9%	22%	1%	4%	-2%	1%	-0.2%
Cc1ccccc1Cc1c(C)nc2nc(SCC(=O)NCc3ccco3)nn2c1C	2%	-10	1%	-2%	14%	-21%	-1%	4%	0%	-4%	0.1%
CCOC(=O)CNC(=O)CSc1nnc(-c2ccco2)n1Cc1ccco1	-1%	22	0%	-5%	7%	6%	-1%	-2%	-5%	·	-0.5%
CC(/C=C/c1cccc([N+](=O)[O-])c1)=N\NC(=O)c1ccncc1	13%	0	-6%	-1%	?	-3%	-4%[46.1 µM]	-1%	-2%	-9%	-0.9%
COc1ccc(CCNC(=O)CCc2nnc(Cc3ccc4c(c3)OCO4)o2)c(OC)c1	0%	4	-15%	·	-7%	9%	-1%	-1%	-8%	18%	-0.8%
O=C(Cc1ccc(S(=O)(=O)N2CCOCC2)s1)Nc1ccccc1N1CCCC1	-1%	9	?	-2%	0%	0%	0%	1%	1%	-1%	0.4%
CCN1/C(=C2\C(=O)N(C)C(=S)N2c2ccccc2)C=Cc2ccccc21	-8%	-1	-25%	-5%	?	-3%	5%	-10%	?	-3%	0.6%
CC(C)(C)c1ccc(-c2nc(C#N)c(NCc3cccnc3)o2)cc1	20%	-2	12%	-5%	-7%	7%	3%	-2%	0%	-3%	-1.3%
COc1ccc(C2=NS(=O)(=O)N(C)C(C(=O)NCc3ccc4c(c3)OCO4)=C2)cc1OC	3%	2	-25%	-2%	10%	-11%	-1%	0%	-4%	-6%	-0.1%
CC(C)n1c(=S)[nH]c2c1c(=O)[nH]c(=O)n2C	2%	2	?	0%	-1%	19%	4%	-1%	-5%	-4%	-3.5%
CC(C)CNS(=O)(=O)c1ccc(C(=O)Nc2ccc3c(c2)OCO3)cc1	-3%	8	16%	2%	?	1%	2%	0%	5%	9%	-0.2%
CCOC(=O)[C@H]1[C@H]2COc3cc(OC)ccc3[C@@H]2N2C(=O)CN(Cc3ccc(Cl)cc3)C(=O)[C@@]12C	·	-2	-5%	-9%	-1%	-4%	1%	2%	7%	-5%	-0.1%
CC1CCC(C(C)C)C(OC(=O)COC(=O)c2ccc(=O)[nH]c2)C1 (configuration not stated)	11%	-3	1%	-11%	-3%	-20%	1%	-7%	0%	2%	0.1%
CCc1nnc2n1N=C(c1ccc([N+](=O)[O-])cc1)CS2	-5%	-8	-12%	-1%	-7%	?	11%	3%	0%	8%	-0.4%
CCCCCNC(=O)Cc1ccc(OC)cc1	-2%	-8	12%	-8%	9%	11%	-2%	-1%	0%	1%	-0.4%
O=C(NC1CCCCCC1)C(=O)NC1CC1	1%	-2	19%	-1%	-4%	-5%	-2%	0%	-2%	-1%	-0.3%
COCCNS(=O)(=O)c1cc(OC)c(Cl)cc1Cl	-1%	-9	-5%	·	?	-6%	·	1%	-1%	·	0.0%
CCCCCc1nnc(NC(=O)c2ccc(N3CCCC3=O)cc2)s1	-6%	-2	7%	2%	-3%	9%	-29%	-1%	-4%	1%	-0.1%
COc1ccccc1OCC(=O)Nc1ccc(Cl)cc1	2%	5	?	-6%	?	2%	0%[46.1 µM]	-1%	0%	·	0.1%
O=C(O)[C@@H]1Cc2ccccc2N1	-1%	6	5%	0%	-2%	11%	3%	-1%	-2%	-7%	-0.8%
COc1ccc(CCC(C)N(C)Cc2ccccc2)cc1 (configuration not stated)	6%	11	0%	-6%	?	7%	·	1%	1%	11%	-0.2%
COc1ccc(OC)c(/C=C/C(=O)NCCc2nc3ccccc3[nH]2)c1	3%	3	?	-1%	?	-13%	2%	4%	-11%	0%	-1.0%
CN(C)CCNC(=O)COc1cccc2c1OC(C)(C)C2	-2%	13	3%	2%	9%	3%	-1%	2%	-4%	-3%	0.1%

Some of these compounds in order of molar mass, largest number first.
SMILES	Mito fusion yeast	TSHR antagonist	ELG1 repair inh	TSG101-PTAP inh	BCR signal inh	Eya2 inh	TCR act	USP2a inh	Tb PFK inh	uPA generation	B2AR arrestin
COc1cccc(CC2(CO)CCCN(Cc3ccc(CN4CCCCC4)s3)C2)c1 (configuration not stated)	-4%	6	5%	0%	19%	-4%	-7%	0%	-2%	-12%	-0.6%
COc1cccc2c(=O)n(CC(=O)Nc3ccccc3)ccc12	-2%	6	27%	-4%	16%	-25%	-2%	0%	0%	-21%	-0.1%
CC(C)(C)CN1C(=O)C(=O)NC[C@H]1Cc1ccc(O)cc1	2%	16	14%	-2%	6%	-3%	0%	3%	3%	-3%	-0.5%

Reformatted: entries from further up.
Compound,Mito fusion yeast,TSHR antagonist,ELG1 repair inh,TSG101-PTAP inh,BCR signal inh,Eya2 inh,TCR act,USP2a inh,Tb PFK inh,uPA generation,B2AR arrestin
CCCCCNC(=O)Cc1ccc(OC)cc1,-2%,-8,12%,-8%,9%,11%,-2%,-1%,0%,1%,-0.4%
O=C(O)[C@@H]1Cc2ccccc2N1,-1%,6,5%,0%,-2%,11%,3%,-1%,-2%,-7%,-0.8%
COc1ccc(OC)c(/C=C/C(=O)NCCc2nc3ccccc3[nH]2)c1,3%,3,?,-1%,?,-13%,2%,4%,-11%,0%,-1.0%
